# CBFb-RUNX1 inh: blocks binding between human CBF-beta and RUNX1 | Q01196+Q13951 | AlphaScreen CBFb-His/RUNX1-biotin binding, biochemical | 230,000 tested, under 10 active | Potency, µM (top dose mostly 59.8 µM), for the others: top-dose activity, negative = inhibition, hits mostly inhibitors | AID 1477; also: % of control where 0% means no effect
# Target sequence (Q01196 whole entry, looked up): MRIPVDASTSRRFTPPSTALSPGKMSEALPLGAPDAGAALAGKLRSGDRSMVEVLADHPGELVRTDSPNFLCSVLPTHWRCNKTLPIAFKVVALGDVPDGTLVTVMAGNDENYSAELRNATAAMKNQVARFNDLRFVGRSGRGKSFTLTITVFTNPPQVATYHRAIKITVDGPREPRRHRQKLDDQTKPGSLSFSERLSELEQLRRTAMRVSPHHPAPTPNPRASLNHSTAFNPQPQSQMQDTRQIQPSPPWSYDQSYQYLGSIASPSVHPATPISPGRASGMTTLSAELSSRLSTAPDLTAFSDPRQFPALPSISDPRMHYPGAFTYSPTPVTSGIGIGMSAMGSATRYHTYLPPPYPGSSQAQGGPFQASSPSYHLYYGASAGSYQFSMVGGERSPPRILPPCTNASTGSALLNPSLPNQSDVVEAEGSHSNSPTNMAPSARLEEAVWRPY
# Target sequence (Q13951 whole entry, looked up): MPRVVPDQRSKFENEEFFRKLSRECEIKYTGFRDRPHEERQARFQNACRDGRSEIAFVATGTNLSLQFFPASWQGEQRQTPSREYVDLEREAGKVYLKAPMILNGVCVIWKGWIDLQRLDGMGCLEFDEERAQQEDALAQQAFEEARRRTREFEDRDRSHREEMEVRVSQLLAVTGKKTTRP
#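 His-tagged CBF-beta and biotinylated RUNX1 (30 nM each) were premixed 20 min at room temperature, exposed to compound for 15 min, then given nickel-chelate and streptavidin AlphaScreen beads (50 ng each). After 90 min, AlphaScreen signal was read.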
# SMN2 splice enh: increases expression of the SMN2 splice variant; HEK293 SMN2-luciferase splicing reporter, luminescence, 30-36 h; Potency, µM (titrated, usually from 46.1 µM), without a hit: top-dose activity change, positive = activation, actives largely listed as activators; 210,000 compounds, 2.8% hits; also: potency is read from the fitted curve at half-maximal effect; % of control where 0% means no effect; nearly all actives have a fitted effect of over 55% in size
#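 qHTS luciferase splicing reporter: luminescence rises when SMN2 exon 7 is included in transfected HEK293 cells. Compound exposure lasted 30-36 h at 37C, with 4.5 mM final sodium butyrate as control, followed by a ONE-Glo read.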
# LMNA splice mod: LMNA splicing modulation; HeLa LMNA splicing GFP/RFP minigene ratio, 48 h; Potency, µM (top dose mostly 46.1 µM), inactives show at the top dose ratio change, negative = inhibition, usual class: inhibitors; 200,000 compounds, 0.01% hits; AID 1487; active = well fitted inhibition curve with a large enough effect in the signal ratio, with a control signal flat, not every such curve was filed as active; inconclusive = small, poorly fitted or top-dose-only effect, or effect the other way, or a change in a side signal; the % refers to the signal ratio; also: potency is read from the fitted curve at half-maximal effect; % is scaled to controls: 0 for no effect and ±100 for the full control effect
#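 S3 HeLa stable clones carrying a lamin A-EGFP splicing minigene plus DsRed2 were seeded at 600 cells/well in Opti-MEM with 2% FBS, pin-dosed and incubated 48 h at 37°C. Acumen cytometry (488 nm) gave the GFP/RFP total-intensity ratio.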
# IMPase Li inh: IMPase inhibition in cells with lithium potentiation | CHO-M1 cells, IP1 TR-FRET (IP-One), carbachol + lithium | AID 1457 | 210,000 compounds, 0.35% hits | Potency, µM (series often up to 59.4 µM), for the others: at the top dose activity, negative = IMPase inhibition, actives largely listed as inhibitors;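 also: IP1 builds up when IMPase is blocked and the TR-FRET signal falls; potency is read from the fitted curve at half-maximal effect; plate controls were basal vehicle for no effect and high inhibitor control for full effect; nearly all actives have a fitted effect of over 50% in size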
#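 CHO-M1, 2000 cells/well, 16–30 h culture; cpd + low Li+, 30 min 37C; lysis with d2-IP1/Eu-anti-IP1 Ab, 10 min RT; TR-FRET 665/620 ratio and 620 channel; AC50 via Hill.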
# KinaseGlo FLuc: counter-screen: inhibitors of Kinase-Glo firefly luciferase; Q27757; Kinase-Glo luciferase, ATP luminescence, 8 min; Potency, µM (highest dose often 38.3 µM), inactives show at the top dose activity change, negative = inhibition, usual class: inhibitors; 200,000 compounds, 0.28% hits; also: potency is read from the fitted curve at half-maximal effect; % is scaled to controls: 0 for no effect and ±100 for the full control effect; nearly all actives have a fitted effect of over 60% in size
#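 Inhibition of Kinase-Glo luciferase light generation was assessed at 10 uM ATP in pH 7.2 imidazole buffer, with luminescence measured after eight minutes at ambient temperature.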
# HTT ATP protect: cytoprotection in Huntington HTT-Q103 PC12 cell model; PC12 HTT-Q103 induced, cytoprotection, ATP luminescence, 40 h; 230,000 compounds, 0.14% hits; Potency, µM (titrated, usually from 56.4 µM), inactives show cytoprotection (ATP increase), most hits filed as activators; AID 1471;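 also: potency is read from the fitted curve at half-maximal effect; % of control where 0% means no effect; nearly all actives have a fitted effect of over 45% in size; toxic huntingtin expression switched on by the ecdysone agonist tebufenozide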
#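 Stable PC12 Q103-GFP cells in serum-supplemented, phenol red-free DMEM; induction by tebufenozide at 100 nM final; compound dose series; cell viability quantified luminescently from ATP.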
# HttQ103 aggreg: reduces HttQ103-GFP aggregates in PC12 cells | PC12 HttQ103-GFP aggregates, Acumen cytometry, 40 h | Potency, µM (series often up to 46.1 µM), for the others: at the top dose activity change, negative = inhibition, actives largely listed as inhibitors | AID 1688 | 220,000 compounds, 1.1% hits; also: potency is read from the fitted curve at half-maximal effect; % is scaled to controls: 0 for no effect and ±100 for the full control effect; nearly all actives have a fitted effect of over 60% in size
#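 Ecdysone-promoter PC12 model expressing HTT exon 1 Q103 fused to GFP, induced by tebufenozide at 100 nM final. Compounds titrated; aggregates sized 1–25 µm scored on a 488 nm laser cytometer.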
# * = called active by the depositor; ? = inconclusive; / = not tested or not shown; & = joins results of further samples; ! = not active in a repeat; [ ] = remark or other dose. Unless noted, calls follow the shape of the dose curve; as a rule, active = well fitted curve in the direction sought with a large enough effect; inconclusive = small, poorly fitted or top-dose-only effect, or another doubt; inactive = no such curve, though single readings can be large; an effect the other way counts as inactive or inconclusive.
structure,HttQ103 aggreg,IMPase Li inh,KinaseGlo FLuc,SMN2 splice enh,HTT ATP protect,CBFb-RUNX1 inh,LMNA splice mod
N[C@@H](Cn1ccc(=O)n(Cc2ccc(C(=O)O)cc2)c1=O)C(=O)O,/,11%,3%,/,3%,4%[21.7 µM],/
COc1ccccc1N1CCN(Cc2ccc(Br)s2)CC1,6%,26%[38.3 µM],-1%,5%,13%[10 µM],12%,-18%
CC(C)(C)c1cc(O)ccc1O,?,0%&4%&-16%,-3%[7.66 µM],-1%[9.22 µM],32µM*!,1%&0%[21.7 µM],?
Cc1oc(-c2ccccc2)nc1CN1C(=O)CN=C(c2ccccc2)c2ccccc21,12%,7%,3%,-16%,/,1%[2.36 µM],-13%
C[C@]12CCC3C(C=CC4=CC(=O)CC[C@]43C)C1CC[C@]2(O)CCC(=O)O (stereo not given in full),/,4%,1%,-8%,?,10%,/
O=C(CCCC1=NS(=O)(=O)c2ccccc2N1)N1CCC2(CC1)OCCO2,20%,6%[38.3 µM],1%,5%,-5%,5%,7%
COc1ccc(OC)c(CN2CCN(C(=O)COc3cccc(C)c3)CC2)c1,0%[9.22 µM],-5%[38.3 µM],1%,-3%,-7%,1%,7%
O=C1NC(=O)N(c2ccccc2)C(=O)/C1=C/c1coc2ccc(O)cc2c1=O,-10%[9.22 µM],/,/,/,24%[10 µM],9%,/
O=C(NC(=O)N1CCC2(CC1)OCCO2)c1ccc(Cl)cc1,-7%,-3%,4%,10%,-10%,8%,-6%[46 µM]
O=C(N/N=C/c1c(O)n(Cc2ccc(F)cc2)c(=S)[nH]c1=O)c1ccncc1,-24%[9.22 µM],/,/,/,-18%[10 µM],?,/
Cc1ccc(C(O)P(=O)(OC2CCCCC2)OC2CCCCC2)cc1 (stereo not given),17%[9.22 µM],27%[38.3 µM],3%,-1%,-4%,-1%,2%
CCN(CC)CCn1ncc2c(N)ncnc21,/,-6%,0%[7.66 µM],-4%[9.22 µM],5%[10 µM],/,/
C=CCOc1ccc(CC2C(=O)N(C)C(=O)N(C)C2=O)cc1,9%,-6%,1%,-3%,-4%[10 µM],15%,-6%
CCN(CC)CCCN=Cc1c(O)n(Cc2ccc(F)cc2)c(=O)[nH]c1=O,4%,-7%[38.3 µM],-2%,-9%,2%,4%,?
CCCCCCCCc1[se]c2ccccc2c1[Se]c1ccccc1,/,4%,2%[39.9 µM],/,-51%,4%,/
O=Cc1cn(Cc2c(F)cccc2Cl)c2ccccc12,?,8%,3%,-57%[inhibitor],-28%,0%,/
Fc1ccc(CNCCc2ccccc2)cc1,16%,0%,-2%,2%,-28%,6%,-8%[46 µM]
C=CC(=O)OCCO,/,-2%,/,-1%,-2%,-5%[21.7 µM],/
CCOP(=S)(OCC)Oc1cc(C)nc(C(C)C)n1,-15%,7%,/,-2%,?,11%[21.7 µM],/
COc1ccc(C2=NCC(=S)Nc3ccc(Cl)cc32)cc1Cl,-4%[9.22 µM],15%,-4%,/,13%[10 µM],-5%,3%[46 µM]
C[n+]1ccc(-c2ccncc2)cc1,0%,-4%[38.3 µM],-2%,-13%,22%,3%,8%
CCN(CC)C(=O)N[C@@H]1C[C@@H]2c3cccc4[nH]cc(c34)C[C@H]2N(C)C1,19%,11%&-1%,-9%,-28%&4%,-8%,4%&0%,?
CCCN1C2CCCC1CC(NC(C)=O)C2 (stereo not given),4%,32%[38.3 µM],2%,14%,8%,-1%,-6%
COC(=O)C1=C(N)Oc2cc(C)oc(=O)c2C12C(=O)Nc1ccccc12 (stereo not given),11%,2%,2%,7%,-16%,-5%,?
CC[C@H](C)[C@H](NC(=O)[C@H](CCCN=C(N)N)NC(=O)[C@H](CCCN=C(N)N)NC(=O)[C@H](CC(C)C)NC(=O)[C@H](Cc1ccccc1)NC(=O)CNC(=O)CNC(=O)[C@@H](N)Cc1ccc(O)cc1)C(=O)O,/,-4%,/,9%,-32%[inhibitor],-4%,/
C(CCc1nn[nH]n1)CCc1nn[nH]n1,5%,-10%,7%,-15%,-17%[10 µM],0%,8%
NC(C(=O)O)C1CC(Cl)=NO1 (stereo not given),-13%,2%,3%,-9%,/,0%,?
Cc1cccc(OCC(=O)Nc2ccc(C(=O)NCc3cccnc3)cc2)c1,?,5%[38.3 µM],1%,-26%,-100%[inhibitor],-1%,-24%
COc1ccccc1-n1c(O)c(/C=N/NC(=S)Nc2ccccc2)c(=O)[nH]c1=S,13%[9.22 µM],/,/,/,21%[10 µM],?,/
COc1ccc2ccc(O)c(CN3CC=C(c4ccccc4)CC3)c2c1,33%,0%,0%,11%,20%,-5%,?
Cc1[nH]n(-c2ccccc2)c(=O)c1C(c1ccc([N+](=O)[O-])cc1)c1c(C)[nH]n(-c2ccccc2)c1=O,-7%,16%,-7%,-15%,-13%[10 µM],4%,?
CC(C)OP(=O)(Oc1ccc(C(O)C(Cl)(Cl)Cl)cc1)OC(C)C (stereo not given),10%[9.22 µM],/,/,/,14%[10 µM],-1%,/
CC1(C)CC(=O)C2=C(C1)NC(=O)C21C(C(=O)OC(C)(C)C)=C(N)Oc2ccc(Br)cc21 (stereo not given),15%,-2%[38.3 µM],0%,19%,-7%,-3%,-2%
O=C(c1cccc(Cl)c1)C1CCCN(Cc2ccon2)C1 (stereo not given),3%[9.22 µM],2%,-5%,/,15%[10 µM],1%,?
CC(=O)N(C1=NCCCS1)c1ccc(F)cc1,-29%,9%[38.3 µM],-1%,8%,-12%[10 µM],-2%,6%
Cn1c(O)c(C(=Nc2ccc(F)cc2)c2ccccc2)c(=O)n(C)c1=O,-8%[9.22 µM],/,/,/,-4%[10 µM],1%,/
CCCc1[nH]nc2c1C1(C(=O)N(Cc3ccccc3)c3ccccc31)C(C(=O)OC)=C(N)O2 (stereo not given),8%,26%[38.3 µM],1%,2%,2%,-1%,0%
O=C(O)Cc1cccnc1C(=O)O,/,-3%&15%,4%,-1%,-29%&-17%,22%,/
Clc1cc(Cl)c(Cl)c(Cl)c1,/,7%,/,-15%,-8%,-16%[21.7 µM],/
Oc1ccc(Cl)cc1Cc1cc(Cl)ccc1O,?,-2%&19%&15%,4%&1%,-91%&-37%&-22%[inhibitor],-28%&-137%,0%,?
COc1ccc(C2C(C(=O)N3CCC4(CC3)OCCO4)c3cc(OC)c(OC)cc3C(=O)N2C)cc1 (stereo not given),-17%,-8%,0%,-1%,4%[10 µM],13%,-6%
COc1cc2c(cc1O)-c1c(O)c(OC)cc3c1[C@H](C2)N(C)CC3,/,55%[activator],-3%,/,-3%[1.9 µM],-11%[21.7 µM],/
COc1cccc(C(=O)C2CCCN(Cc3ccccn3)C2)c1 (stereo not given),14%[9.22 µM],19%,/,/,14%[10 µM],13%,/
CC(C)OC(=O)Cc1ccccc1,/,-18%,/,-7%,0%,2%[21.7 µM],/
Fc1ccccc1N1CCN(Cc2ccc3c(c2)OCO3)CC1,-10%,1%[38.3 µM],4%,-4%,-4%,-2%,2%
CCOP(=O)(OCC)c1nc(-c2ccc(Cl)cc2)oc1NCc1ccccc1,?,12%,0%,-6%,-59%[inhibitor],1%,/
Cn1c2c(c3ccccc31)CCNCC2,/,-7%,0%,-7%,-34%[inhibitor],12%,/
Nc1ccccc1C(=O)OCC(=O)Nc1ccc(Br)cc1F,-11%,-8%[38.3 µM],0%,-16%,-19%,5%,-12%
CC(C)(C)OC(=O)N1CC[C@H]1COc1cnc[c]([Sn]([CH3])([CH3])[CH3])c1,/,6%,2%[39.9 µM],/,-44%[inhibitor][10 µM],9%[13.1 µM],/
CCC(CC)NCc1c[nH]c2ccccc12,-25%[9.22 µM],4%,-4%,/,-47%[inhibitor][10 µM],2%,?
CCOC(=O)c1ccc(NC(=O)C2C3C=CC(O3)C2C(=O)O)cc1 (stereo not given),0%,-16%[38.3 µM],11%,13%,30%,-5%,27%
O=c1[nH]c(O)c(C=NC2CCN(Cc3ccccc3)CC2)c(=O)[nH]1,-18%,12%[38.3 µM],-5%,-16%,-26%,-3%,?
CCOP(=S)(OCC)SCOC(=O)NCC(=O)OC,16%,15%[38.3 µM],-1%,10%,0%,3%,14%
CC1CN=C(Nc2ccccc2)S1 (stereo not given),-19%,-12%,0%,16%,40%[10 µM],-5%,-5%
Clc1cccc(Cl)c1Cl,/,-5%,/,-5%,9%,-6%[21.7 µM],/
Cc1ccc2cc3cc(C(=O)N4CCC5(CC4)OCCO5)oc3nc2c1,7%,-9%[38.3 µM],-3%,11%,-20%,-2%,3%
COc1ccc(-c2cc(C(F)(F)F)n3nc(C(=O)N4CCC5(CC4)OCCO5)cc3n2)cc1OC,0%,-20%[38.3 µM],10%,6%,-35%,6%,6%
C[C@H]1CC[C@@]2(NC1)O[C@@H]1C[C@H]3[C@@H]4CC[C@@H]5C[C@@H](O)CC[C@@]5(C)[C@@H]4CC[C@]3(C)[C@@H]1[C@@H]2C,/,0%,4%[17.1 µM],-3%[20.6 µM],?,18%[21.7 µM],?
CCOS(C)(=O)=O,/,13%,/,2%,-16%,8%[21.7 µM],/
CC(=O)OCC1=C(C(=O)O)N2C(=O)C(NC(=O)CCCC(N)C(=O)O)C2SC1 (stereo not given),/,4%,-2%,7%,-22%,?,/
O=C(O)c1cc[c]([Hg][Cl])cc1,/,7%,?,0%,-41%[inhibitor][1.9 µM],1%,?
O=C1NC(=S)NC(=O)C12C(c1ccc(F)cc1)NC(=S)NC2c1ccc(F)cc1 (stereo not given),9%,16%[38.3 µM],-4%,1.6µM*,2%,3%,-3%

# Some of the compounds tested; rates above refer to the full screens.
